Bioassay records from PubChem BioAssay.
SR-BI HDL uptake – mouse SR-BI HDL lipid transfer inhibition | ldlA[mSR-BI] CHO cells, DiI-HDL uptake fluorescence, 3 h | inhibition, % at 12.5 µM | actives 0.96% (n = 320,000) | AID 488896;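 active = mean replicate inhibition of at least 70% and a set share of replicates each scoring 70 or more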;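 note: 0% = median of neutral control wells and 100% = median of positive control wells; values of inactives mirror those of a sister screen read the other way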
cardiac RTF act – increases calcium sensitivity of human cardiac regulated thin filaments | P19429+P45379 | IANBD-labeled TnC RTF fluorescence at EC20 calcium; 0% EC20 calcium, 100% full calcium | activation, % at 7.2 µM | actives 0.24% (n = 340,000) | AID 493008;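 active = activation above the mean over all tested compounds plus 3 SD, cut at about 30% in these data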;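 note: rise in fluorescence read as greater calcium sensitivity of cardiac thin filaments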
HTR5A ag ctr – counter-screen for OPRM1-OPRD1 agonists: human HTR5A agonism. actives 0.61% (n = 340,000). activation, % at 9.3 µM. P47898. HTR5A agonist assay, luminescence, cell-based; in the data active = activation mostly above about 9.5%, no sharp cut-off; inactive = mostly below about 7.6%;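 note: 0% = cells with vehicle only and 100% = reference agonist; strong numbers were not always called active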
Target sequence (P47898 whole entry, looked up): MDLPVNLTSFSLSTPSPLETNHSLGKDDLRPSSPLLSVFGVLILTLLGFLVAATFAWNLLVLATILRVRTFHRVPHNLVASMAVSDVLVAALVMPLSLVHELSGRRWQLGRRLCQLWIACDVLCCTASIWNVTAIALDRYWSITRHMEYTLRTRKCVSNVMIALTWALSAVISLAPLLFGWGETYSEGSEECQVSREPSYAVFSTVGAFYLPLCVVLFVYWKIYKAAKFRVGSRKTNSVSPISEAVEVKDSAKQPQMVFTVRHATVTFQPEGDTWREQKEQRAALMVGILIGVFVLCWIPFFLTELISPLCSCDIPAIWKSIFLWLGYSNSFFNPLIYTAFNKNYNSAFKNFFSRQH
CDK5 inh – inhibitors of human CDK5/p35 kinase; Q00535+Q15078; Recombinant CDK5/p35, ADP-Glo luminescence, 60 min; inhibition, % at 10 µM; actives 0.01% (n = 330,000);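 active = highest replicate inhibition of at least 50% and at least 75% of replicates reaching 50%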;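 note: plate controls were DMSO neutral control for no effect and GW8510 at 10 µM for full effect; many of its hits are not listed in these tables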
SR-BI uptake up – activators of SR-BI mediated HDL lipid uptake; CHO ldlA[mSR-BI] cells, DiI-HDL uptake fluorescence, 3 h; 100 = double the neutral-control signal; activation, % at 12.5 µM; actives 0.096% (n = 320,000); AID 504775;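 active = mean replicate activation of at least 60% and every replicate at or above 60%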;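 note: 0% = median plate neutral-control signal and 100% = twice that signal; values of inactives mirror those of a sister screen read the other way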
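Test system: SR-BI-overexpressing, LDLR-lacking CHO cells; Also added: labelled HDL, 10 µg/mL; Measured by: bottom-read cell fluorescence after medium removal, ex 550/em 595 nm; Timing: 3 h uptake period with compound, 37 °C; Buffer or medium: F12, 0.5% BSA, 25 mM HEPES; Doses: single compound concentration, delivered by pin transfer.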
PvdQ inh – blocks Pseudomonas aeruginosa PvdQ acylase activity | purified PvdQ acylase, fluorescence plate reader | inhibition, % at 10 µM | actives 0.063% (n = 340,000); in the data active = inhibition above about 30%, passing the limit was not always enough;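 note: 0% = vehicle neutral wells and 100% = reference inhibitor wells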
Wnt act – Wnt/beta-catenin pathway activation; AID 743398; activation, % at 9.35 µM; actives 1.2% (n = 300,000); Wnt/beta-catenin reporter cell assay, activator, plate reader; in the data active = activation above about 30%, passing the limit was not always enough;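 note: 0% = neutral control wells and 100% = positive control wells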
dFosB act – mouse delta FosB homodimer activation | purified delta FosB, TAMRA-CDK5 oligo fluorescence polarization; percent of positive-control signal above neutral wells | activation, % at 25 µM | P13346 | actives 0.99% (n = 340,000) | AID 493131;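 active = mean activation above about 17%, with every replicate also reaching it, limit read from the data, passing the limit was not always enough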;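 note: fluorescence polarization rise as delta FosB binds a TAMRA Cdk5 AP-1 oligo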
MITF TRPM1 HTS – increases MITF-driven TRPM1 promoter luciferase signal | SK-MEL-5 TRPM1-promoter luciferase, 24 h; % of positive control, neutral wells = 0 | activation, % at 12.5 µM | actives 0.75% (n = 300,000) | AID 588334;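 active = mean activation of at least 80% with every replicate also reaching 80%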;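 note: 0% = neutral control wells and 100% = parthenolide positive control wells; values of inactives mirror those of a sister screen read the other way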
Rtt109 Vps75 – inhibitors of Candida albicans Rtt109/Vps75 histone acetyltransferase; purified Rtt109/Vps75, ThioGlo CoA-SH fluorescence, 4 h; inhibition, % at 34.9 µM; Q5AAJ8; actives 0.16% (n = 330,000);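 active = inhibition of at least 50% in every replicate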
Target sequence (Q5AAJ8 whole entry, looked up): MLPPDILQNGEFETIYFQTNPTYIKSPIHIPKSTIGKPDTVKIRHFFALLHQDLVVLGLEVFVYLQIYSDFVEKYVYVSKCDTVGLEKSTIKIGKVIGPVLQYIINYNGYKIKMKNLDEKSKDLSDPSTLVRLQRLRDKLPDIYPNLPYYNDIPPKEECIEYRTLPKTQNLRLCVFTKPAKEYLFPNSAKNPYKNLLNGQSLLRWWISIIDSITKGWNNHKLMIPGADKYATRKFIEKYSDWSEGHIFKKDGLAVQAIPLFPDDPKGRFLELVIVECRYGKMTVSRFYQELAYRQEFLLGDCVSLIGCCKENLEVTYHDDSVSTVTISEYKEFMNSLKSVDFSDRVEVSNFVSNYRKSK
Active calls of the source: *; . = no result given.

Compound	SR-BI HDL uptake	cardiac RTF act	HTR5A ag ctr	CDK5 inh	SR-BI uptake up	PvdQ inh	Wnt act	dFosB act	MITF TRPM1 HTS	Rtt109 Vps75
CCc1cc(C(=O)Nc2cc(S(=O)(=O)N(CC)CC)ccc2N2CCOCC2)sc1C	-3	-17	-1	0.5	3	1	-3	-4	16	4
CCOC(=O)c1cccc(P(=O)(C(C)(C)C)C(C)(C)C)c1	-7	-3	0	-0.2	7	-2	-1	-1	-9	-2
Cc1ccc(-c2csc3ncnc(N4CCN(C(=O)c5ccccc5)CC4)c23)cc1	49	1	5	-0.6	-49	-15	.	-14	-12	18
Cc1ccc(S(=O)(=O)N2CCC(C(=O)OC(C)C(=O)NC(N)=O)CC2)cc1C (stereo not given)	.	-2	4	2.2	.	-8	1	1	-2	-24
O=C(O)c1cnc(-c2ccccc2)nc1Sc1ccccc1Cl	-6	4	12	-2.1	6	-8	.	-2	.	1
CCCCC(C(=O)O)C(C)CC(=O)Nc1ccn(-c2ccccc2)n1 (stereo not given)	-28	-2	0	-1.4	28	-6	.	0	10	-8
CCn1c(SCC(=O)Nc2ccc3c(c2)OCO3)nnc1C1CC1	.	-2	0	-0.2	.	-10	0	-2	9	-8
Cc1cccc(C)c1NC(=O)NC1(C(=O)NCCCN2CCOCC2)CCCCC1	-14	-2	4	0.3	14	-17	-3	-4	-1	-2
CCCCNC(=O)CNC(=S)N(CCCN1CCOCC1)Cc1cccs1	-2	-1	0	0.2	2	9	-3	-2	-10	-6
Cn1ccnc1SCc1cc(=O)[nH]c2ccccc12	-30	0	3	0.7	30	-6	5	5	21	-7
Cn1c(N)c(C(=O)COC(=O)CCOc2ccc(C(C)(C)C)cc2)c(=O)n(C)c1=O	-18	3	2	-0.4	18	-2	8	-16	2	3
O=C(NCCCc1ccccc1)Nc1ccccc1	-16	0	-4	2.0	16	-12	2	-2	12	2
O=C(Cc1ccccc1)N[C@@H](Cc1ccccc1)c1nc2ccccc2[nH]1	3	4	3	1.9	-3	-3	.	-5	1	-2
CC1CCN(c2ccccc2NC(=O)c2ccc(C#N)cc2F)CC1	77*	.	.	0.5	-77	7	-5	-5	-5	7
CCN(C(=O)COC(=O)CNC(=O)c1cccc(C)c1)c1c(N)n(Cc2ccccc2)c(=O)[nH]c1=O	-28	2	-4	-0.8	28	-3	2	7	6	-1
C/C(=N\NC(=O)CNc1ccccc1)c1ccccc1	-22	-2	18*	-0.8	22	0	0	-4	8	17
Cc1ccccc1NC(=O)COC(=O)CNC(=O)c1sc2ccccc2c1Cl	-11	0	-1	0.2	11	-10	-1	-12	-5	7
CNS(=O)(=O)c1cc(N(C)S(=O)(=O)c2ccc(C)cc2)c(C)cc1C	21	4	-2	-0.2	-21	-5	-1	-9	6	-9
CC1CN(C(=O)c2cc3cc([N+](=O)[O-])ccc3oc2=O)CC(C)O1 (stereo not given)	-9	-3	-2	0.9	9	-3	2	-3	-19	2
COC(=O)C(=Cc1ccc(OCc2ccc([N+](=O)[O-])cc2)c(OC)c1)C(=O)OC	6	8	-5	0.9	-6	-11	.	0	-31	11
CCn1c(=S)sc2c(=O)n(CC(=O)Nc3ccc(OC)c(Cl)c3)c(C)nc21	18	0	1	0.0	-18	0	-1	28*	2	2
CCOC(=O)c1c(NC(=O)Nc2ccc(F)cc2)sc2c1CCN(C)C2	55	10	-1	-0.5	-55	-15	4	-7	.	-4
CC(=O)c1cc(-c2ccccc2)n(CC(=O)N2CCCCC2)c1C	2	-9	12*	-0.9	-2	6	.	-4	-4	6
CCN(CC)CCCNC(=O)c1ccc(CS(=O)(=O)c2ccccc2OC)o1	-5	1	-3	-5.0	5	-2	-2	-7	-11	-5
COc1ccc(CN2CCN(S(=O)(=O)c3ccccc3)CC2)c(OC)c1	8	-5	-6	0.8	-8	-4	.	-8	.	2
O=[N+]([O-])c1ccc(-c2ccc(/C=N/n3cnnc3)o2)c(Br)c1	29	1	3	0.3	-29	-6	-3	-3	.	-7
Oc1c(Br)cc(Br)cc1/C=N/n1c(-c2ccccc2)n[nH]c1=S	-25	-4	1	2.0	25	-13	1	-2	.	4
O=C(COc1coc(CN2CCN(c3ccccc3F)CC2)cc1=O)Nc1ccccc1	21	-1	-3	0.4	-21	6	-2	4	-6	10
CN(CC(=O)Nc1ccccc1C(F)(F)F)Cc1c(O)ccc2ccccc12	-8	-2	3	0.5	8	-4	-1	-5	-31	8
CCN(CC)CCCNc1cc2n(c(=O)n1)CCc1cc(OC)c(OC)cc1-2	3	11	3	-0.1	-3	-6	.	0	-3	-3
Cn1c(CO)nc2c3ccccc3ccc21	-8	0	9	1.5	8	5	1	1	7	5
O=C(CCC(=O)N1CCN(c2cccc(Cl)c2)CC1)c1cccs1	-7	-3	-1	-1.3	7	-6	1	-8	-4	8
CN(Cc1cccs1)c1nc(-c2cccnc2)nc2ccccc12	39	-7	4	-0.6	-39	8	-1	-27	19	-4
CN(c1nc2ccccc2nc1Cl)S(=O)(=O)c1ccccc1	3	-4	5	-0.2	-3	-4	3	-7	32	-5
Cc1ccc(NC(=O)[C@@H]2CCCN2S(=O)(=O)c2ccccc2F)cc1S(=O)(=O)N1CCOCC1	4	6	0	-1.7	-4	6	.	0	-2	26
COC(=O)c1cccc(C(=O)N2CCCC(CCC(=O)N(C)CCc3ccccn3)C2)c1 (stereo not given)	-10	0	3	0.3	10	-18	1	0	0	-10
COc1ccc(C(CC(=O)Nc2cc([N+](=O)[O-])ccc2OC)c2ccccc2)cc1 (stereo not given)	57	4	-6	-1.8	-57	-10	-3	-13	-8	3
Oc1ccc(N2CCN(c3ncnc4sc5c(c34)CCC5)CC2)cc1	35	11	3	1.0	-35	-16	.	-10	-4	10
O=C(NCCCn1ccnc1)c1nn2c(C(F)(F)F)cc(-c3ccccc3)nc2c1Cl	24	1	-3	0.1	-24	51*	-1	-12	-11	-12
COc1ccc(CCN2C(=O)N[C@@H](CCC(=O)O)C2=O)cc1	1	0	0	-1.7	-1	-14	3	-3	8	-1
CCOc1ccc(C2C=C(c3ccc(C)cc3)Nc3nnnn32)cc1 (stereo not given)	31	54*	6	2.8	-31	7	.	-11	.	-4
COC(=O)c1nn(-c2ccc(C)cc2)ccc1=O	-4	-2	-1	-0.8	4	-5	3	-7	-11	-8
COc1ccccc1NS(=O)(=O)c1cc(NC(=S)Nc2cc(C)cc(C)c2)ccc1Cl	51	6	5	-0.2	-51	6	-8	-7	-7	-4
O=C(CSC1=NS(=O)(=O)c2cc(Cl)ccc2N1)NCc1ccccc1	-22	12	5	-0.6	22	-21	3	7	-5	4
CN(CP(=O)(O)C(O)c1ccccc1)S(C)(=O)=O (stereo not given)	-8	1	3	-1.3	8	-11	.	3	10	0
CSc1nnc(-c2ccccc2)c(=O)[nH]1	8	-6	1	-1.5	-8	6	0	0	0	-3
CC(=O)c1ccc(N2CCN(C(=O)c3ccc(Cl)c(NC4=NC5CS(=O)(=O)CC5S4)c3)CC2)cc1 (stereo not given)	-8	3	-4	1.2	8	-13	2	-5	8	-9
Cc1cccc(NC(=O)Cn2cc([N+](=O)[O-])cn2)n1	.	1	-1	1.2	.	-6	1	0	10	5
CCOC(=O)c1c(C)c(C(=O)NCCCOC)c(C)n1C	-13	1	0	-1.1	13	-10	.	0	2	0
O=C(CC1(O)C(=O)Nc2ccccc21)c1ccc(-n2cccc2)cc1 (stereo not given)	5	-1	4	0.8	-5	6	28	-8	21	-2
NC(=O)C1=C[C@@H](c2coc3ccccc3c2=O)C[C@@H](OCCCCO)O1	-12	0	5	1.4	12	2	2	-10	9	3
CC1(C)CC(=O)C=C(c2cccc(Br)c2)C1	22	11	3	-0.2	-22	5	-3	4	-4	1
Cc1noc(NS(=O)(=O)c2ccc(NC(=O)C(Cl)(Cl)Cl)cc2)c1C	9	-1	4	-0.1	-9	-14	1	-3	-6	-6
NC(=O)C1CCN(c2nc(-c3cccc(Cl)c3)cs2)CC1	3	-3	3	0.8	-3	-9	13	-2	46	-1
CSc1ccc(S(=O)(=O)N2CCC(C(=O)NCC3CCCO3)CC2)cc1 (stereo not given)	.	0	3	0.1	.	-13	3	-3	7	12

Three records drawn at random from the list so far:
Compound	SR-BI HDL uptake	cardiac RTF act	HTR5A ag ctr	CDK5 inh	SR-BI uptake up	PvdQ inh	Wnt act	dFosB act	MITF TRPM1 HTS	Rtt109 Vps75
O=C(CC1(O)C(=O)Nc2ccccc21)c1ccc(-n2cccc2)cc1 (stereo not given)	5	-1	4	0.8	-5	6	28	-8	21	-2
CSc1ccc(S(=O)(=O)N2CCC(C(=O)NCC3CCCO3)CC2)cc1 (stereo not given)	.	0	3	0.1	.	-13	3	-3	7	12
CCOC(=O)c1c(C)c(C(=O)NCCCOC)c(C)n1C	-13	1	0	-1.1	13	-10	.	0	2	0

For reference, 5 of the compounds above:
Compound	SR-BI HDL uptake	cardiac RTF act	HTR5A ag ctr	CDK5 inh	SR-BI uptake up	PvdQ inh	Wnt act	dFosB act	MITF TRPM1 HTS	Rtt109 Vps75
NC(=O)C1=C[C@@H](c2coc3ccccc3c2=O)C[C@@H](OCCCCO)O1	-12	0	5	1.4	12	2	2	-10	9	3
CC1(C)CC(=O)C=C(c2cccc(Br)c2)C1	22	11	3	-0.2	-22	5	-3	4	-4	1
Cc1noc(NS(=O)(=O)c2ccc(NC(=O)C(Cl)(Cl)Cl)cc2)c1C	9	-1	4	-0.1	-9	-14	1	-3	-6	-6
NC(=O)C1CCN(c2nc(-c3cccc(Cl)c3)cs2)CC1	3	-3	3	0.8	-3	-9	13	-2	46	-1
CSc1ccc(S(=O)(=O)N2CCC(C(=O)NCC3CCCO3)CC2)cc1 (stereo not given)	.	0	3	0.1	.	-13	3	-3	7	12
